MC4R antagonist – MC4R antagonists of cAMP signaling, primary screen, cell-based, TR-FRET, antagonist arm of biased-ligand search; MC4R-expressing cells, MTII-stimulated cAMP, LANCE TR-FRET; inhibition, % at 6.5 µM; Melanocortin receptor 4 (Homo sapiens), P32245; AID 540295, 2011; 0.48% of 360,000 active;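 active = inhibition above its plate's cutoff, the mean of tested wells on that plate plus 3 SD, cut at about 29% in these data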;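 also: 0% = Melanotan II alone and 100% = Melanotan II plus saturating MCL0020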
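material = U2OS cells stably expressing human melanocortin 4 receptor (MC4R) | also added = Melanotan II challenge | dosing = single nominal compound dose of 6.5 µM | detection = TR-FRET with Eu-cAMP and labeled anti-cAMP, 671 nm | replication = singlicate | timing = compound 30 min, challenge 1 h, detection 1 h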
aDG glyco act – activators of alpha-DG glycosylation, primary screen, uHTS, Pro5-aDG cells, AlphaScreen; 0.22% of 360,000 active; AID 624168, 2012; activation, % at 10 µM; alpha-DG glycosylation AlphaScreen (IIH6); 0% Pro5, 100% B10-LARGE cell signal;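 active = activation of at least 8% versus controls, or a plate z-score of at least 8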;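 also: Pro5 are CHO cells carrying HIG-tagged alpha-DG that lacks glycosylation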
NOD2 RIPK2 PPI – NOD2-RIPK2 binding disruptors in cells, primary screen, fluorescence, CHO cells, BLA complementation; Receptor-interacting serine/threonine-protein kinase 2 (Homo sapiens), O43353; CCF4 ratio; inhibition, % at 4.98 µM; 0.38% of 360,000 active; in the data active = inhibition above about 21%;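 also: 0% = vehicle only and 100% = reference blocker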
TLR9-MyD88 block – inhibitors of TLR9-MyD88 association in cells, primary screen, cell-based, CHO, BLA complementation, fluorescence; inhibition, % at 4.98 µM; CCF4 FRET ratio; 0.21% of 340,000 active; AID 504734, 2011;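 active = inhibition above the mean over all tested compounds plus 3 SD, cut at about 21% in these data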;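 also: 0% = DMSO only wells and 100% = clavulanate BLA inhibitor control wells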
ABHD5-PLIN5 inh – ABHD5-PLIN5 interaction inhibitors, primary screen, cell lysate, split luciferase complementation, luminescence; Split G. princeps luciferase complementation, 4 h; inhibition, % at 4 µM; 0.78% of 360,000 active; AID 602281, 2012;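 active = inhibition above the mean inhibition across every tested compound plus 3 SD, cut at about 22% in these data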;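 also: 0% = DMSO only wells and the 100% control is not disclosed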
Glyco luc inh – increase of ERlucT glycosylation luciferase signal, primary screen, N-linked glycosylation inhibitor project, D54 ERlucT cells, luminescence, set 2 | D54 ERlucT glycosylation luciferase reporter, 24 h; percent of 100 nM tunicamycin response | reporter increase, % at 12.5 µM | 0.23% of 360,000 active;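 active = mean luciferase reporter signal, scaled so untreated is 0 and the glycosylation-blocking control 100, at or above a set limit in every replicate; inconclusive = mean reaches the limit but not every replicate does; inactive = mean below the limit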;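 also: luciferase carries N-glycosylation sites so blocking glycosylation raises the light; 0% = median of neutral control wells and 100% = median of 100 nM tunicamycin wells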
Granule exo inh – LAMP-1 surface exposure blockers, TALL-104 cells – cell-based, flow cytometry, MLPCN library, primary screen; TALL-104 LAMP-1 surface exposure; cells stimulated with thapsigargin and PMA; inhibition, % at 10 µM; 0.66% of 360,000 active; AID 651702, 2012;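 active = inhibition above about 55%, limit read from the data; inconclusive = no clear call, values can overlap the other calls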
MC4R barr agon – MC4R agonists recruiting beta-arrestin, primary screen, cell-based, luminescence, agonist arm of biased-ligand search. activation, % at 8.9 µM. U2OS MC4R beta-arrestin complementation; percent of melanotan II response, DMSO zero. 0.98% of 360,000 active. Melanocortin receptor 4 (Homo sapiens), P32245;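 active = activation above a per-plate cutoff, the mean activation of sample wells on that plate plus 3 SD, cut at about 8% in these data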
Vif inh – HIV Vif self-association inhibitors, primary screen, imaging, HEK293T, single point | HEK293T cells, Vif self-association by quenched fluorescence, 24 h | inhibition, % at 7.49 µM | 0.35% of 340,000 active; in the data active = inhibition above about 50%, passing the limit was not always enough; inconclusive = no clear call, values can overlap the other calls; inactive = below about 31%; also: some results filed as inactive read as strong as hits
ABCB6 inh 2 – ABCB6 transporter inhibitors, primary screen, K562-ABCB6 cells, flow cytometry, MLPCN library | ATP-binding cassette sub-family B member 6 (Homo sapiens), Q9NP58 | K562-ABCB6 porphyrin accumulation, 1 h; stronger effect = lower value | fluorescence ratio to DMSO, % at 10 µM | 0.19% of 360,000 active | AID 602162, 2011;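 active = fluorescence ratio to DMSO below 75%, the collection mean minus 3 SD; inconclusive = too few cells collected in the well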;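 also: signal is porphyrin accumulated inside mitochondria; 100% equals median channel fluorescence of DMSO control wells; lower ratio means ABCB6 inhibition with less porphyrin fluorescence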
Target sequence (Q9NP58 whole entry, looked up): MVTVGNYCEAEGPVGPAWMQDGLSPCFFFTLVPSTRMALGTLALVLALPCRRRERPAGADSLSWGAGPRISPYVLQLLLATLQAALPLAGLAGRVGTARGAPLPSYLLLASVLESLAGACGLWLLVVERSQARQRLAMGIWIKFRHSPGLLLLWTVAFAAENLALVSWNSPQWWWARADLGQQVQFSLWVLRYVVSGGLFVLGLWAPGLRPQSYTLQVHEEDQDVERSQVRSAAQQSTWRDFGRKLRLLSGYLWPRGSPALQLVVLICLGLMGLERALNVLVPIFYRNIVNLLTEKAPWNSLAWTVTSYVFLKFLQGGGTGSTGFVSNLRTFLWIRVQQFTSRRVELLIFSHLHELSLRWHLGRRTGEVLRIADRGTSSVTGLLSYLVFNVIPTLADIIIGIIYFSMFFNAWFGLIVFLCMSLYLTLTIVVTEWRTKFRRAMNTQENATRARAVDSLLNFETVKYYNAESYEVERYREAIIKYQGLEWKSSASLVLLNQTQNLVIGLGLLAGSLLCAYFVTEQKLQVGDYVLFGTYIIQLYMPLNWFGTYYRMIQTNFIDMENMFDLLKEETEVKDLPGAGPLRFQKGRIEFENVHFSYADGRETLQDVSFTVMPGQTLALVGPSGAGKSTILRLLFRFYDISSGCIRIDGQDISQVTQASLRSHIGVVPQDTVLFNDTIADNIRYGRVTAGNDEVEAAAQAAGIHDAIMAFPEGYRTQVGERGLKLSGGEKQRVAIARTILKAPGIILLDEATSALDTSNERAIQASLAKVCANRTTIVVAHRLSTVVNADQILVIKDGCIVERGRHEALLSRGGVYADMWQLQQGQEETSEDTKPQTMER
* = called active by the depositor; ? = inconclusive; . = not tested or not shown. These rows are one share of the data, so the mix of outcomes need not match the whole.

SMILES	MC4R antagonist	aDG glyco act	NOD2 RIPK2 PPI	TLR9-MyD88 block	ABHD5-PLIN5 inh	Glyco luc inh	Granule exo inh	MC4R barr agon	Vif inh	ABCB6 inh 2
Cn1c(=O)oc2cc(S(=O)(=O)N3CCCC3)ccc21	7	-0.2	-9	-11	8	0	5	-0.6	.	100
COc1ccc(NC(=O)CSc2nc(C)cc(C)n2)cc1	3	0.0	0	-1	0	-1	-2	-1.6	-3	100
O=C(Nc1ccc(S(=O)(=O)Nc2cnc3ccccc3n2)cc1)c1ccc(Br)o1	-4	-0.2	-7	-2	7	0	-2	-0.1	4	94
O=C(O)/C=C/C(=O)NCCc1ccccc1	4	-0.2	-12	2	-3	2	0	-1.9	-5	96
Cc1[nH]c(C)c(S(=O)(=O)NCc2ccc(OC(C)C)cc2)c1C(=O)N1CCCC1	8	-0.2	-4	-3	1	-2	-1	-0.5	-7	93
O=C(O)C1C2CC(C(Br)C2Br)C1C(=O)O (stereo unspecified)	3	-0.2	6	11	7	2	-4	0.7	7	102
O=C1C2C(c3ccccc3)CC=CC2[C@H](c2ccc(C(F)(F)F)cc2)N1Cc1ccccc1 (stereo partly specified)	5	-0.4	-8	7	-3	-3	3	0.4	5	97
O=C1C2=C(c3ccccc31)[N+](=O)C1CCCCC1N2[O-] (stereo unspecified)	4	0.0	7	-6	-20	2	14	-2.2	.	217
O=C(NCc1ccccc1)C1CCN(S(=O)(=O)c2ccc(N3CCCC3=O)cc2)CC1	4	-0.2	-2	-4	7	-3	-7	0.5	-3	96
CCN(CC)c1nc2c(s1)C(=O)NCCC2	-3	0.1	-2	0	3	1	-2	-1.8	2	102
CCCN(CCC)C(=O)C1c2ccccc2Oc2ccccc21	2	0.2	-2	8	-3	-3	-2	-2.5	5	98
Cc1ccc(C(=O)Nc2cccnc2Oc2ccc(Cl)cc2)cc1	4	0.1	2	-13	0	0	0	-1.1	-5	106
O=C1NC(O)(c2ccccc2)Oc2ccccc21 (stereo unspecified)	1	0.1	1	-13	2	0	-2	-1.7	-4	101
COc1ccc(S(=O)(=O)NCCSC(C)(C)C)cc1	2	0.0	10	2	-1	-1	-2	-0.2	41	103
CCCc1nc2c(Cl)cc(C(F)(F)F)cn2c1Cc1ccc(OC)cc1C	.	0.1	6	.	2	.	-2	.	.	124
CCS(=O)(=O)c1nc(NC(C)=O)n[nH]1	10	-0.2	2	4	4	0	-1	-1.1	6	102
CCCCSc1nc2ccccc2[nH]1	-11	0.5	-7	-3	-3	3	2	1.2	11	94
CCOC(=O)N1CCC(NC(=O)c2cccc3c2C(=O)N(CCOC)C3)CC1	11	-0.2	-18	4	6	0	-1	-0.5	-1	95
COCCOC(=O)c1c(NC(=O)COC(=O)Cc2cccc(OC)c2)sc(C(N)=O)c1C	10	-0.6	-6	-12	3	0	1	-1.4	2	103
COc1ccc(CCC(C)NCc2cc(OC)cc(OC)c2)cc1 (stereo unspecified)	8	0.0	-7	-10	-4	1	4	2.6	-4	96

3 structures already listed, arranged by formula weight, low to high.
SMILES	MC4R antagonist	aDG glyco act	NOD2 RIPK2 PPI	TLR9-MyD88 block	ABHD5-PLIN5 inh	Glyco luc inh	Granule exo inh	MC4R barr agon	Vif inh	ABCB6 inh 2
COc1ccc(S(=O)(=O)NCCSC(C)(C)C)cc1	2	0.0	10	2	-1	-1	-2	-0.2	41	103
Cc1ccc(C(=O)Nc2cccnc2Oc2ccc(Cl)cc2)cc1	4	0.1	2	-13	0	0	0	-1.1	-5	106
CCOC(=O)N1CCC(NC(=O)c2cccc3c2C(=O)N(CCOC)C3)CC1	11	-0.2	-18	4	6	0	-1	-0.5	-1	95

Further compounds:
SMILES	MC4R antagonist	aDG glyco act	NOD2 RIPK2 PPI	TLR9-MyD88 block	ABHD5-PLIN5 inh	Glyco luc inh	Granule exo inh	MC4R barr agon	Vif inh	ABCB6 inh 2
CC(C)(C)c1cc(C(=O)NC2CC2)n(Cc2ccc(F)cc2)n1	0	-0.1	-6	.	1	2	-3	-0.1	-9	99
COC(=O)c1sc(N2C(=O)c3oc4ccccc4c(=O)c3C2c2cccc(O)c2)nc1C (stereo unspecified)	-6	-0.1	2	4	2	-5	-1	-1.7	-8	96
Cc1ccc2nc(-c3ccc4c(c3)NC(=O)CO4)cn2c1	2	-0.2	-2	0	-6	-2	-9	4.5	-4	97
Cn1cccc1Cc1nnc(SCC(=O)NCC2CCCO2)n1CCc1ccccc1 (stereo unspecified)	7	-0.1	10	0	7	0	-1	-2.1	2	103
CC(C(=O)c1ccc(Br)cc1)[n+]1cccc2ccccc21 (stereo unspecified)	19	0.0	-10	-4	10	3	15	1.4	10	558
COC(=O)C1CCN(C(=O)/C=C/c2ccc3c(c2)OCO3)CC1	-2	-0.1	-11	-10	-8	-2	-2	-0.4	7	100
COCCCn1c(SCC(=O)Nc2ccc3c(c2)OCCO3)nnc1-c1ccoc1C	3	0.7	-8	-1	2	-2	2	-1.0	5	97
N#CCc1ccc(NS(=O)(=O)c2ccc(C3CCCCC3)cc2)cc1	7	2.6	11	-9	-3	-4	6	1.4	-22	90
N#CC1(Nc2ccccc2)C(=O)Nc2ccccc21 (stereo unspecified)	8	0.6	0	-3	-5	0	-3	-2.2	32	107
CCOc1cc(N2CCOCC2)c(OCC)cc1NC(=O)C1CC(=O)N(c2ccc(C)cc2)C1 (stereo unspecified)	5	0.3	-3	5	-7	3	1	-2.8	-9	93
O=C(Nc1cccnc1)Nc1ccc(F)c(Cl)c1	0	-0.1	3	4	4	-6	0	-0.7	-4	104
CCn1c(=O)c2ccccc2n(CC(=O)NCCC2=CCCCC2)c1=O	3	0.3	9	-2	-8	2	9	-0.5	-12	112
O=[N+]([O-])c1ccc2c(c1)C(N1CCOCC1)/C(=C/COc1ccc(F)cc1)O2 (stereo unspecified)	5	1.4	9	-4	-1	-3	34	-2.2	-3	107
COc1ccc(/C=C2\Sc3ccc(C(=O)NCc4cccnc4)cc3N(C)C2=O)cc1OC	5	0.8	-15	1	7	0	4	-1.2	4	95
COc1ccc(NC(=O)CN(C)C(=O)c2ccc3c(c2)CC(c2ccccc2)OC3=O)cc1 (stereo unspecified)	7	-0.2	0	-8	-2	1	13	3.6	.	100
CC1Cc2ccccc2N1S(=O)(=O)c1ccc(Cl)nc1 (stereo unspecified)	8	-0.1	-12	3	-4	-4	0	1.1	.	101
CCNC(=O)C1(C)CCCN(C(=O)c2ccnc(Cl)c2)C1 (stereo unspecified)	-4	0.2	2	.	2	3	1	-1.8	-2	96
O=C(O)c1ccc(COc2ccccc2C=C2C(=O)c3ccccc3C2=O)cc1	22	-0.2	-3	3	8	2	-8	-0.8	3	107
COc1cc(NC(=O)c2cccnc2Sc2ccc(Cl)cc2)cc(OC)c1OC	8	-0.1	-12	-7	19	3	-4	1.8	-1	94
O=C1CCCC(=O)N1c1ccc(O)cc1	-9	-0.1	-6	8	3	2	-10	-1.5	-2	96
CCOC(=O)/C=c1\s/c(=C(\C#N)C(=O)NC)n(-c2ccccc2)c1=O	-2	-0.2	-4	4	12	0	4	2.1	11	96
COCCn1c(SCC(=O)Nc2ccc(F)cc2)nc2c(oc3ccccc32)c1=O	12	0.4	-5	-5	-7	2	-2	-1.1	-1	94
CCOC(=O)C1=C(C)NC(C)=C(C(=O)OCC)C1c1cccc([N+](=O)[O-])c1	-3	-0.3	-7	8	-7	4	-1	3.8	-1	94
CCN1C=C(Cc2cccs2)C2=C(C1)C(c1cccs1)C(C#N)=C(N)O2 (stereo unspecified)	-9	-0.1	1	-3	1	-3	-4	-1.5	3	.
CN(C)c1ccc(S(=O)(=O)N2CCCCC2)cc1NC(=O)CN1C(=O)NC(C)(c2ccccc2)C1=O (stereo unspecified)	7	-0.2	-2	-8	-11	-4	1	-1.6	-3	94
O=C(Nc1ccccc1)C1Cc2ccccc2CN1C(=O)c1ccco1 (stereo unspecified)	3	-0.1	-2	-10	5	-5	-1	-1.7	8	100
Cc1ccc(C(C)C)c(OCCCNCc2cccnc2)c1	6	1.5	-7	-8	-1	0	1	0.0	-2	100
COc1ccc(S(=O)(=O)N2CCCN(S(=O)(=O)c3ccc(OC)c(C)c3)CC2)cc1C	7	0.3	9	5	1	5	-2	-1.8	-11	97
O=C(NC1CCCC1)c1cc(-c2ccccc2Cl)on1	-2	0.0	-4	-7	-3	-9	5	-1.9	24	96
Cc1ccc(NC(=O)CCc2ccc(C)o2)c(Br)c1	9	-0.2	-6	-8	7	-1	-3	1.5	-3	93
Nc1ncc(Br)cc1S(=O)(=O)NCCC(=O)NC1CCCCC1	16	0.0	-6	9	-5	2	1	0.0	?	99
COc1ccccc1CN(C)C[C@@H]1OCc2cnnn2CCCC(=O)N([C@H](C)CO)C[C@H]1C	8	0.2	6	6	-9	-1	2	0.8	10	99
CCOC(=O)C1=C(c2ccccc2)N(C)C(=O)NC1c1ccc(O)c(OC)c1 (stereo unspecified)	0	0.0	-2	2	2	0	-5	-1.1	11	97
COC(=O)CNC(=O)C(C)NC(=O)OCc1ccccc1 (stereo unspecified)	6	-0.1	5	16	0	2	0	-2.6	0	96
COC(=O)c1cc(C(=O)N2CCN(c3cccc(Cl)c3)CC2)cc([N+](=O)[O-])c1	-18	-0.3	11	3	-3	18	0	1.2	-5	102
Cc1ccc(/C=C/C(=O)OCc2nc(N)nc(Nc3ccccc3C)n2)o1	1	-0.2	-8	10	8	4	-3	-2.8	9	92
O=c1c2ccsc2ncn1Cc1ccc(Cl)cc1	-1	0.0	7	6	5	3	0	-3.9	-9	93
O=C(c1ccc(-c2ccccc2)cc1)N1CCN(c2nc3ccccc3o2)CC1	4	0.3	-5	3	6	1	0	-0.9	12	93
COCCNC(=O)C(c1ccc(O)cc1)N(Cc1ccco1)C(=O)CCC(=O)Nc1nccs1 (stereo unspecified)	12	0.3	-4	-14	4	1	0	-1.4	5	101
Cc1ccc(CNC(=O)CCNC(=O)N2CCn3c2nc2ccccc23)cc1	3	-0.3	-7	-3	1	7	0	-3.5	-1	94
CN(C)c1ncc(C2=C(Cl)C(=O)C(N3CCCC3)=C(Cl)C2=O)s1	-11	0.2	-12	2	-2	1	1	-1.6	0	90
O=C(Nc1ccc(-n2cccn2)cc1)C1CCN(Cc2ccccn2)CC1	-7	-0.1	-9	6	0	-7	-8	-3.5	9	103
O=C1C2C(c3ccccc3)C=CC(c3ccccc3)C2C(=O)N1c1ccncc1 (stereo unspecified)	9	0.1	12	4	1	-2	-4	0.2	-5	102
